Large T inhibition: TAg ATPase/helicase activity blockers – biochemical (AID 1903) | inhibition, % at 20 µM; hits with a dose series show IC50 in µM | SV40 large T antigen ATPase/helicase inhibition assay; higher % means a stronger effect | 310,000 compounds, 0.39% hits; in the data active = a potency from the dose series; inconclusive = inhibition mostly from about 32% at the one dose, without a potency; inactive = the rest, 99 in 100 with inhibition below about 32%; note: strong numbers were not always called active
GPR55 antagonists: GPR55 antagonists blocking LPI-driven arrestin recruitment, primary screen, imaging, U2OS, beta-arrestin-GFP, LPI agonist (AID 2013). 290,000 compounds, 0.13% hits. U2OS GPR55 beta-arrestin-GFP translocation imaging, LPI antagonism; higher % means a stronger effect. inhibition, % at 10 µM; hits with a dose series show IC50 in µM;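 active = spots per cell inhibited over 60%, with over 100 cells counted and total cytoplasm intensity under 500,000; inconclusive = wells with under 100 cells, flagged as likely toxic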;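 note: U2OS cells stably carrying GPR55 and arrestin-GFP stimulated by 5 µM LPI near EC80; imaged beta-arrestin-GFP aggregate spots per cell after agonist stimulation; plate controls were LPI-stimulated DMSO wells for no effect and DMSO wells without LPI for full effect; some results filed as inactive read as strong as hits; confirmed hits need IC50 under 10 µM and bright autofluorescent wells are also inconclusive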
HIV fusion peptide: inhibitors of HIV fusion peptide binding, primary screen, biochemical, uHTS, fluorescence dequenching (AID 1986); cell-free peptide binding, fluorescence dequenching, 30 min; higher % means a stronger effect; inhibition, % at 20 µM; hits with a dose series show IC50 in µM; 290,000 compounds, 0.3% hits; in the data active = inhibition mostly above about 52%, no sharp cut-off; inactive = mostly below about 76%; note: some results filed as inactive read as strong as hits
NOD2 inhibition: NOD2 signaling inhibitors, cell-based, luminescence, uHTS, HEK293 (AID 1566). HEK293 NOD2/NF-kB luciferase reporter, luminescence; higher % means a stronger effect. inhibition, % at 4 µM, or EC50 in µM where a hit was titrated. 290,000 compounds, 0.63% hits; note: many of its hits are not listed in these tables
MgcRacGAP inhibition: MgcRacGAP GTPase-activating activity inhibitors, confirmation, biochemical, ADP Hunter fluorescence; MgcRacGAP-stimulated Rac1 GTP hydrolysis, ADP Hunter fluorescence; higher % means a stronger effect; GST-tagged Rac1 F28L mutant substrate; inhibition, % at 30 µM, or IC50 in µM where a hit was titrated; 340,000 compounds, 0.6% hits; AID 624330;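 active = first-screen hits whose inhibition reached a set limit at any dose in the follow-up dose series; inconclusive = inhibition above the set first-screen limit but never retested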;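 note: fluorescence reports GDP produced by GAP-driven GTP hydrolysis; strong numbers were not always called active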
KOR beta-arrestin-1: KOR agonists, beta-arrestin recruitment, primary screen, cell-based, luminescence, uHTS (AID 1777); one-dose activation, % at 10 µM; EC50 in µM for titrated hits; KOR beta-arrestin recruitment, luminescence; higher % means a stronger effect; 280,000 compounds, 0.02% hits; in the data active = activation above about 50%, passing the limit was not always enough; note: a part of the inactive calls stands beside numbers as strong as those of hits
GPR55 activation: GPR55 agonists via beta-arrestin recruitment, primary screen, imaging, U2OS cells, beta-arrestin-GFP redistribution (AID 1961) | U2OS GPR55 beta-arrestin-GFP redistribution imaging; higher % means a stronger effect | one-dose activation, % at 10 µM; EC50 in µM for titrated hits | 290,000 compounds, 0.048% hits;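 active = activation above 40% with more than 50 cells counted in the well; inconclusive = wells holding fewer than 50 cells, flagged as toxic or sparse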;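 note: U2OS osteosarcoma cells stably expressing GPR55 and beta-arrestin-GFP; plate controls were DMSO negative control for no effect and LPI positive control for full effect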
NOD1 NF-kB reporter: inhibition of NOD1-driven NF-kB reporter – cell-based, luminescence, uHTS, primary screen (AID 1578) | NOD1-driven NF-kB luciferase reporter cells, luminescence; higher % means a stronger effect | one-dose inhibition, % at 4 µM; EC50 in µM for titrated hits | 290,000 compounds, 1% hits; in the data active = inhibition mostly above about 36%, no sharp cut-off; inactive = mostly below about 34%;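 note: HEK-293T reporter cells stimulated with the NOD1 agonist gamma-tri-DAP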
KOR beta-arrestin-2: KOR antagonists, beta-arrestin recruitment, cell-based, luminescence, uHTS (AID 1778) | KOR beta-arrestin recruitment, luminescence, antagonist mode; higher % means a stronger effect | inhibition, % at 10 µM; hits with a dose series show IC50 in µM | 290,000 compounds, 0.091% hits; note: strong numbers were not always called active
The depositor's hits bear a star; [ ] = another dose, or the depositor's remark. Cut-off read from the data, not from the text of the source, unless noted: active = inhibition above about 50%; inactive = the rest. Not all compounds are listed (hit frequency here may not be typical).

How did Cc1nn(C2CCCO2)c(=O)nc1N (configuration not stated) do in these assays?
Large T inhibition: 4%; GPR55 antagonists: 3%; HIV fusion peptide: -2.3%; NOD2 inhibition: -17%; KOR beta-arrestin-1: 9.3%; GPR55 activation: -0.5%; NOD1 NF-kB reporter: 20%; KOR beta-arrestin-2: -28%

Results for O=C(O)c1cccc(-n2cccc2/C=C2/SC(=O)N(CC(=O)N3CCCC3)C2=O)c1 ?
Large T inhibition: 17%; GPR55 antagonists: -6%; HIV fusion peptide: 15%; NOD2 inhibition: -4%; MgcRacGAP inhibition: 9%; KOR beta-arrestin-1: 2.5%; GPR55 activation: 0.9%; NOD1 NF-kB reporter: -22%; KOR beta-arrestin-2: -14%

How did CC(=O)c1ccc(NC(=S)N2C(C)CCCC2C)cc1 (configuration not stated) do in these assays?
Large T inhibition: 3%; GPR55 antagonists: 27%; HIV fusion peptide: 0.6%; NOD2 inhibition: 6%; KOR beta-arrestin-1: -1.7%; GPR55 activation: -0.3%; NOD1 NF-kB reporter: -27%; KOR beta-arrestin-2: -9%

What do the screens show for `COc1ccc(C(=O)Nn2cnnc2)cc1`?
Large T inhibition: 4%; GPR55 antagonists: -10%; HIV fusion peptide: -1.6%; NOD2 inhibition: 2%; MgcRacGAP inhibition: 6%; KOR beta-arrestin-1: 2.8%; GPR55 activation: -0.1%; NOD1 NF-kB reporter: -6%; KOR beta-arrestin-2: 18%

Results for CCCNC(=O)c1nc(C)n(-c2ccc([N+](=O)[O-])cc2)n1 ?
Large T inhibition: 9%; GPR55 antagonists: 7%; HIV fusion peptide: -1.0%; NOD2 inhibition: 3%; KOR beta-arrestin-1: 1.6%; GPR55 activation: -0.5%; NOD1 NF-kB reporter: -45%; KOR beta-arrestin-2: -1%

Results for CCCOc1ccc(-c2nnn(CC(=O)N3CCCCC3)n2)cc1 ?
Large T inhibition: 7%; GPR55 antagonists: -7%; HIV fusion peptide: -0.1%; NOD2 inhibition: -7%; MgcRacGAP inhibition: -8%; GPR55 activation: -1.9%; NOD1 NF-kB reporter: -12%; KOR beta-arrestin-2: 18%

How did CCOc1ccc(CC(=O)NNC(=S)Nc2ccc(OC)c(OC)c2)cc1 do in these assays?
Large T inhibition: 22%; GPR55 antagonists: 0%; HIV fusion peptide: -1.6%; NOD2 inhibition: -6%; MgcRacGAP inhibition: 10%; KOR beta-arrestin-1: -4.7%; GPR55 activation: -0.1%; NOD1 NF-kB reporter: -36%; KOR beta-arrestin-2: 14%

What do the screens show for `O=C(Cn1ccc2ccccc2c1=O)NCCC(=O)Nc1ccc(F)cc1F`?
Large T inhibition: 9%; GPR55 antagonists: -4%; HIV fusion peptide: 1.9%; NOD2 inhibition: -2%; MgcRacGAP inhibition: -5%; KOR beta-arrestin-1: 2.9%; GPR55 activation: 0.5%; NOD1 NF-kB reporter: -25%; KOR beta-arrestin-2: -13%

Results for COC(=O)CCC(=O)CN ?
Large T inhibition: 12%; GPR55 antagonists: -4%; HIV fusion peptide: -1.1%; NOD2 inhibition: 2%; MgcRacGAP inhibition: 2%; KOR beta-arrestin-1: 0.1%; GPR55 activation: 0.1%; NOD1 NF-kB reporter: -26%; KOR beta-arrestin-2: -57%

How did COc1cc(/C=N/n2nnnc2N)ccc1OCC#N do in these assays?
Large T inhibition: 6%; GPR55 antagonists: 2%; HIV fusion peptide: -0.4%; NOD2 inhibition: 9%; MgcRacGAP inhibition: 6%; KOR beta-arrestin-1: 0.7%; GPR55 activation: -0.3%; NOD1 NF-kB reporter: 44%; KOR beta-arrestin-2: -61%[20 µM]

How did COC(=O)c1[nH]c2cc(OC)c(OC)cc2c1NC(=O)CN1CCN(Cc2ccccc2)CC1 do in these assays?
GPR55 antagonists: 4%; HIV fusion peptide: 2.4%; NOD2 inhibition: -1%; KOR beta-arrestin-1: 11%; GPR55 activation: -0.2%; NOD1 NF-kB reporter: -29%; KOR beta-arrestin-2: -4%

How did Cc1ccccc1-n1c(C)nnc1SCC(=O)N1CCc2ccccc2C1 do in these assays?
Large T inhibition: 11%; GPR55 antagonists: 12%; HIV fusion peptide: -1.0%; NOD2 inhibition: 11%; MgcRacGAP inhibition: -5%; KOR beta-arrestin-1: -6.0%; GPR55 activation: -0.1%; NOD1 NF-kB reporter: 11%; KOR beta-arrestin-2: 30%

How did Cc1ccc(N=Cc2cc(Br)cc(Cl)c2O)cc1 do in these assays?
Large T inhibition: 15%; GPR55 antagonists: 1%; HIV fusion peptide: 4.3%; NOD2 inhibition: 1%; MgcRacGAP inhibition: 12%; KOR beta-arrestin-1: 10%; GPR55 activation: -0.4%; NOD1 NF-kB reporter: -16%; KOR beta-arrestin-2: -7%

What do the screens show for `COc1ccc(Nc2nnc(-c3ccc(C(=O)NCCO)cc3)c3ccccc23)cc1`?
Large T inhibition: 5%; GPR55 antagonists: 17%; HIV fusion peptide: -0.3%; NOD2 inhibition: 18%; MgcRacGAP inhibition: 18%; KOR beta-arrestin-1: -1.8%; GPR55 activation: -0.2%; NOD1 NF-kB reporter: 16%; KOR beta-arrestin-2: -13%[20 µM]

Results for c1ccc(NNC2=NCCCCC2)cc1 ?
Large T inhibition: 6%; GPR55 antagonists: -10%; HIV fusion peptide: -1.8%; NOD2 inhibition: -5%; MgcRacGAP inhibition: 4%; KOR beta-arrestin-1: 2.3%; GPR55 activation: 0.5%; NOD1 NF-kB reporter: -12%; KOR beta-arrestin-2: 5%

Results for COc1ccccc1CC(=O)NNS(=O)(=O)c1cccc([N+](=O)[O-])c1 ?
Large T inhibition: -5%; GPR55 antagonists: 6%; HIV fusion peptide: -0.4%; NOD2 inhibition: 10%; MgcRacGAP inhibition: 5%; KOR beta-arrestin-1: 2.3%; GPR55 activation: -0.1%; NOD1 NF-kB reporter: 52%; KOR beta-arrestin-2: -6%

Results for Cc1ccc(OCC(=O)Nc2ccc(NC(=O)c3ccccc3)cc2)cc1C ?
Large T inhibition: 1%; GPR55 antagonists: 4%; HIV fusion peptide: 0.1%; NOD2 inhibition: 5%; MgcRacGAP inhibition: 3%; KOR beta-arrestin-1: 2.4%; GPR55 activation: -0.1%; NOD1 NF-kB reporter: -13%; KOR beta-arrestin-2: -9%

How did Nc1c(C(=O)NCc2ccc3c(c2)OCO3)nnn1Cc1ccc(Br)cc1 do in these assays?
Large T inhibition: 20%; GPR55 antagonists: 3%; HIV fusion peptide: 0.2%; NOD2 inhibition: 9%; MgcRacGAP inhibition: 9%; KOR beta-arrestin-1: 1.4%; GPR55 activation: 0.1%; NOD1 NF-kB reporter: -2%; KOR beta-arrestin-2: 4%

How did CC(=O)Nc1ccc(NC(=O)C2CC(=O)N(c3cccc(Cl)c3)C2)cc1 (configuration not stated) do in these assays?
Large T inhibition: 16%; GPR55 antagonists: 1%; HIV fusion peptide: 3.4%; NOD2 inhibition: 2%; MgcRacGAP inhibition: 4%; KOR beta-arrestin-1: 3.2%; GPR55 activation: inconclusive; NOD1 NF-kB reporter: -41%; KOR beta-arrestin-2: -18%

How did O=C1CC(O)(C(F)(F)F)Oc2c1ccc1ccccc21 (configuration not stated) do in these assays?
Large T inhibition: -13%; GPR55 antagonists: -4%; HIV fusion peptide: 3.7%; NOD2 inhibition: -1%; MgcRacGAP inhibition: 0%; KOR beta-arrestin-1: -1.4%; GPR55 activation: 0.6%; NOD1 NF-kB reporter: 8%; KOR beta-arrestin-2: 30%

What do the screens show for `O=C(NCCc1ccccc1)C(=O)NCC1OCCN1S(=O)(=O)c1ccc2c(c1)OCCO2` (configuration not stated)?
Large T inhibition: -2%; GPR55 antagonists: 2%; HIV fusion peptide: 1.6%; NOD2 inhibition: 6%; MgcRacGAP inhibition: 10%; KOR beta-arrestin-1: 10%; GPR55 activation: -0.2%; NOD1 NF-kB reporter: 7%; KOR beta-arrestin-2: -31%

What do the screens show for `O=C1CCC(C(=O)N2CCN(c3ccccc3Cl)CC2)CN1CC1CCCCC1` (configuration not stated)?
Large T inhibition: -6%; GPR55 antagonists: -6%; HIV fusion peptide: -0.4%; NOD2 inhibition: 24%; MgcRacGAP inhibition: -4%; KOR beta-arrestin-1: 6.7%; GPR55 activation: -0.2%; NOD1 NF-kB reporter: -22%; KOR beta-arrestin-2: -32%

What do the screens show for `O=C(CSc1ccc(F)cc1)N1CCC(c2nc3ccccc3s2)CC1`?
Large T inhibition: 2%; GPR55 antagonists: 4%; HIV fusion peptide: -5.1%; NOD2 inhibition: 18%; MgcRacGAP inhibition: 8%; KOR beta-arrestin-1: -2.4%; GPR55 activation: -0.2%; KOR beta-arrestin-2: 10%

Results for Cc1cc(C)n2nc(SCC(=O)c3ccccc3)nc2n1 ?
Large T inhibition: 9%; GPR55 antagonists: -3%; HIV fusion peptide: 1.5%; NOD2 inhibition: -15%; MgcRacGAP inhibition: 15%; KOR beta-arrestin-1: 6.6%; GPR55 activation: 0.0%; NOD1 NF-kB reporter: -28%; KOR beta-arrestin-2: -17%

Results for COc1ccc(/C=C/C(=O)NCC(=O)n2nc(C)cc2C)cc1 ?
Large T inhibition: 8%; GPR55 antagonists: 4%; HIV fusion peptide: 0.1%; NOD2 inhibition: -7%; GPR55 activation: 0.0%; NOD1 NF-kB reporter: -9%; KOR beta-arrestin-2: 10%

What do the screens show for `Cc1ccn2cc(-c3cccc(NS(C)(=O)=O)c3)nc2c1`?
Large T inhibition: 0%; GPR55 antagonists: 5%; HIV fusion peptide: -0.5%; NOD2 inhibition: -67%; MgcRacGAP inhibition: 6%; KOR beta-arrestin-1: -0.4%; GPR55 activation: -0.2%; NOD1 NF-kB reporter: -61%; KOR beta-arrestin-2: -10%

Results for O=C(Cn1cnc2scc(-c3ccc(F)cc3)c2c1=O)N1CCOCC1 ?
Large T inhibition: 2%; GPR55 antagonists: -9%; HIV fusion peptide: 1.6%; NOD2 inhibition: 23%; MgcRacGAP inhibition: 9%; KOR beta-arrestin-1: -7.5%; GPR55 activation: -0.1%; NOD1 NF-kB reporter: 6%; KOR beta-arrestin-2: -8%

What do the screens show for `Cc1cc(Oc2ccc(-c3ccccc3)cc2)nc(N2CCOCC2)n1`?
Large T inhibition: 13%; GPR55 antagonists: 10%; HIV fusion peptide: -1.6%; NOD2 inhibition: 14%; MgcRacGAP inhibition: 10%; KOR beta-arrestin-1: -0.2%; GPR55 activation: -2.3%; NOD1 NF-kB reporter: 28%; KOR beta-arrestin-2: 17%

Bioassay records as filed in PubChem BioAssay.
